LYPLA1 counter: counter-screen for PME1 inhibitors: inhibitors of human LYPLA1; recombinant LYPLA1, FP-Rh probe fluorescence polarization; inhibition, % at 5.9 µM; hit rate 0.16% among 320,000; AID 2174;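 active = inhibition above the mean of all tested compounds plus 3 SD, set per campaign, cut at about 14% in these data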;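 note: inhibitors block serine hydrolase probe labeling of LYPLA1 so polarization falls; 0% = enzyme with DMSO and 100% = wells lacking LYPLA1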
Target sequence (O75608 whole entry, looked up): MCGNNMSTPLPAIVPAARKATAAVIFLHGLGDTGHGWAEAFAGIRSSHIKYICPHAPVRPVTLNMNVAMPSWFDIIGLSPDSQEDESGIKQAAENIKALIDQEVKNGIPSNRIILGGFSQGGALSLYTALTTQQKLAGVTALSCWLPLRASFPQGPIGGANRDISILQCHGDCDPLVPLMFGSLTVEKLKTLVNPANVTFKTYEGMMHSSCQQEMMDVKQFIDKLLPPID
GSTO1 counter: GSTO1 inhibition, counter-screen for RBBP9 inhibitors; P78417; recombinant GSTO1, activity-based probe fluorescence polarization; inhibition, % at 5.96 µM; hit rate 1.1% among 300,000; AID 1974;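 active = inhibition above the campaign mean inhibition plus 3 SD, cut at about 35% in these data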;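 note: 0% = GSTO1-1 with DMSO and 100% = wells lacking GSTO1-1 enzyme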
PAFAH2 inh: inhibitors of human PAFAH2; Q99487; inhibition, % at 3.39 µM; AID 492956; hit rate 0.99% among 340,000; recombinant PAFAH2, FP-rhodamine activity probe, fluorescence polarization;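 active = inhibition above the mean over all tested compounds plus 3 SD, cut at about 30% in these data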;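 note: inhibitors block probe labeling of enzyme so polarization drops; 0% = enzyme with DMSO and 100% = wells lacking PAFAH2 protein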
PAD4 inh: PAD4 (human) enzyme inhibition | Q9UM07 | recombinant PAD4, RCA probe fluorescence polarization | inhibition, % at 6.36 µM | hit rate 0.41% among 330,000 | AID 485272;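 active = percent inhibition above a cutoff equal to the mean of all tested compounds plus 3 SD, cut at about 15% in these data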;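 note: 0% = PAD4 with RCA probe and DMSO and 100% = probe without PAD4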
Fam108B inh: Fam108B inhibition, counter-screen for RBBP9 inhibitors. recombinant Fam108B, FP-Rh probe fluorescence polarization. hit rate 0.33% among 300,000. inhibition, % at 9.51 µM;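 active = inhibition above the screen mean inhibition plus 3 SD, computed separately per campaign, cut at about 18% in these data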;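 note: inhibitors lower polarization as less probe binds the enzyme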
PAFAH1B3 FP inh: blocks human PAF acetylhydrolase 1B catalytic subunit 3; Q15102; recombinant PAFAH1B3, FP-rhodamine probe, fluorescence polarization; inhibition, % at 3.39 µM; hit rate 0.28% among 340,000;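 active = inhibition above the screen-wide average of all tested compounds plus 3 SD, cut at about 25% in these data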;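 note: 0% = enzyme with DMSO only and 100% = wells lacking PAFAH1B3 protein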
pPAFAH inh: pPAFAH (human) enzyme inhibition; recombinant pPAFAH, FP-rhodamine probe fluorescence polarization; inhibition, % at 3.39 µM; hit rate 1.5% among 330,000;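 active = inhibition above the mean inhibition across the screen plus 3 SD, cut at about 25% in these data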;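 note: inhibitors block binding of the rhodamine activity-based probe so polarization drops; 0% = enzyme with DMSO and 100% = wells lacking pPAFAH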
Target sequence (Q13093 whole entry, looked up): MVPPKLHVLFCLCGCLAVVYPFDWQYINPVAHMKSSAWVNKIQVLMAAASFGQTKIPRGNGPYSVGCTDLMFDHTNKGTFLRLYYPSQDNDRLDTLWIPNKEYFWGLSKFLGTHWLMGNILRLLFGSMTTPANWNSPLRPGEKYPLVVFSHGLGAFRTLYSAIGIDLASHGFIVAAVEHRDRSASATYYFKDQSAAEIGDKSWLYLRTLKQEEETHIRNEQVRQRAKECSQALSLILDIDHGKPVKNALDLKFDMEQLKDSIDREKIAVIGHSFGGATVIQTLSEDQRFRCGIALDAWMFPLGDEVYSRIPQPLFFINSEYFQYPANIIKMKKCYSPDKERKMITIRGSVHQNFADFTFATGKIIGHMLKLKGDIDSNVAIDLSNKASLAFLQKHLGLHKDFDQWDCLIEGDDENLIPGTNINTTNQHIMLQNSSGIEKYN
PAFAH1B2 inh: blocks human PAF acetylhydrolase 1b catalytic subunit 2; hit rate 1.2% among 340,000; inhibition, % at 3.39 µM; AID 492953; P68402; recombinant PAFAH1B2, FP-rhodamine activity probe, fluorescence polarization;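 active = inhibition above the mean of all tested compounds plus 3 SD, cut at about 24% in these data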;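 note: 0% = enzyme with DMSO and 100% = wells lacking PAFAH1B2; many of its hits are not listed in these tables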
Target sequence (P68402 whole entry, looked up): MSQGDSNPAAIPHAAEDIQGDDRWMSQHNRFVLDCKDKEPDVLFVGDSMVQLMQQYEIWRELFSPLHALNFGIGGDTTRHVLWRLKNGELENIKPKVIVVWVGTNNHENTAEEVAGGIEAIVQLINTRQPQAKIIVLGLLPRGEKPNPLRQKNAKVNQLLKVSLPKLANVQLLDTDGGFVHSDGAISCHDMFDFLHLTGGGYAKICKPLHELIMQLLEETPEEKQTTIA
PME-1 primary: PME-1 (human) inhibition; Q9Y570; recombinant PME-1, FP-Rh probe fluorescence polarization; inhibition, % at 5.9 µM; hit rate 0.53% among 320,000;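 active = inhibition above the campaign mean of all compounds plus 3 SD, cut at about 26% in these data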;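 note: competitive labeling of PME-1 active site by serine hydrolase directed probe; 0% = PME-1 with DMSO and 100% = wells lacking PME-1 enzyme; inhibitors block probe labeling so polarization falls and inhibition rises; many of its hits are not listed in these tables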
* hit, by the source's call; nt = not tested or not shown. An excerpt; count on the stated rates, not on these rows.

SMILES	LYPLA1 counter	GSTO1 counter	PAFAH2 inh	PAD4 inh	Fam108B inh	PAFAH1B3 FP inh	pPAFAH inh	PAFAH1B2 inh	PME-1 primary
O=C1[C@@H](Oc2ccccc2)[C@@H](c2ccncc2)N1c1ccccc1	nt	nt	9	-4	nt	3	6	3	nt
C=CCN1C(=O)C(Cc2ccc(Br)cc2)S/C1=N\N=C\c1ccco1 (centres undefined)	-2	-2	5	1	0	6	-1	0	-5
Cc1ccccc1CC1(CO)CCCN(Cc2ccc(C#CC(C)(C)O)cc2)C1 (centres undefined)	-3	7	4	2	1	0	1	0	-1
COc1ccc(OC)c(CN2CCN(C(=O)CNC(=O)c3ccc(C(C)(C)C)cc3)CC2)c1	3	nt	2	6	nt	5	16	18	1
Cc1ccc(NC(=O)COC(=O)CNC(=O)C2CCCCC2)cc1S(=O)(=O)N(C)C	nt	nt	0	-4	nt	5	1	4	nt
CC1CC(C)CN(C(=O)C2CCC(CNS(=O)(=O)c3ccccc3)CC2)C1 (centres undefined)	-2	6	-3	2	0	7	9	20	0
COc1ccc(C(=O)Nc2nc3ccccc3s2)cc1	-9	-6	-2	-2	-3	10	-11	2	-30
O=C(C[C@H]1C/C=C\CC[C@H](Cc2ccc(F)cc2)C(=O)OC[C@H]2CCCN2C1=O)N[C@@H](CO)Cc1ccccc1	nt	nt	23	4	nt	-2	27*	7	nt
CC(NC(=O)c1ccc(Cl)c(S(=O)(=O)N2CCCCCC2)c1)c1cccnc1 (centres undefined)	3	nt	2	-6	nt	1	2	1	-2
CC(=O)N1CCOc2ccc(S(=O)(=O)Nc3cccc(C)n3)cc21	2	1	2	-3	0	8	5	-1	-3
COc1ccc(CCN2C(=O)CC(Cc3ccc(Br)cc3)C2=O)cc1OC (centres undefined)	3	4	1	1	0	5	4	8	-2
Nc1c(Cl)cc(Cl)cc1C(=O)OCC(=O)N1CCOCC1	-1	3	-3	-2	2	7	6	-2	-3
Cc1cc(C)nc(N/N=C/c2ccncc2)n1	-5	29	-7	-7	-3	-2	-1	-1	-5
NC(=O)c1ccc(/C=N/O)[n+](Cc2ccccc2)c1	1	-3	-1	-1	0	3	4	5	-1
Cc1ccc(C)c(NC(=S)NCc2cccs2)c1	-1	-4	1	9	-4	7	0	-3	0
C=CCN(c1ccccc1)S(=O)(=O)c1cccc(C(=O)Nc2nnc(SCC)s2)c1	-2	-41	4	-3	-2	0	34*	11	-2
COc1cccc(N2CCN(C(=O)C3CCCN(S(=O)(=O)c4cnc[nH]4)C3)CC2)c1 (centres undefined)	2	5	0	-3	1	4	7	-5	-8
COc1ccc(N2CCN(CCCNC(=O)C3CCCN(S(=O)(=O)c4c(C)n[nH]c4C)C3)CC2)cc1 (centres undefined)	1	5	4	-4	-1	9	2	6	3
O=C(Cn1cnc2ccccc2c1=O)Nc1ccc(S(=O)(=O)N2CCOCC2)cc1	-3	-7	-2	-5	1	3	-4	0	-3
COc1ccc(C(O)Cn2ccsc2=NC(C)=O)cc1 (centres undefined)	5	11	-14	7	3	1	-1	0	-3

Reprinted from the part before: 6 compounds; new compounds follow.
SMILES	LYPLA1 counter	GSTO1 counter	PAFAH2 inh	PAD4 inh	Fam108B inh	PAFAH1B3 FP inh	pPAFAH inh	PAFAH1B2 inh	PME-1 primary
Cc1ccc(C)c(NC(=S)NCc2cccs2)c1	-1	-4	1	9	-4	7	0	-3	0
C=CCN(c1ccccc1)S(=O)(=O)c1cccc(C(=O)Nc2nnc(SCC)s2)c1	-2	-41	4	-3	-2	0	34*	11	-2
COc1cccc(N2CCN(C(=O)C3CCCN(S(=O)(=O)c4cnc[nH]4)C3)CC2)c1 (centres undefined)	2	5	0	-3	1	4	7	-5	-8
COc1ccc(N2CCN(CCCNC(=O)C3CCCN(S(=O)(=O)c4c(C)n[nH]c4C)C3)CC2)cc1 (centres undefined)	1	5	4	-4	-1	9	2	6	3
O=C(Cn1cnc2ccccc2c1=O)Nc1ccc(S(=O)(=O)N2CCOCC2)cc1	-3	-7	-2	-5	1	3	-4	0	-3
COc1ccc(C(O)Cn2ccsc2=NC(C)=O)cc1 (centres undefined)	5	11	-14	7	3	1	-1	0	-3
CCN1CCN(C(=O)CCc2nc3ccccc3n2-c2ccccc2)CC1	5	1	-9	-3	4	0	5	-2	0
O=C(CSc1nc2ccccc2s1)N/N=C/c1ccc(C(=O)O)cc1	-5	-38	2	-3	-1	4	-3	-1	-4
CCN(c1ccccc1)S(=O)(=O)c1ccc(OC)c(NC(=O)Cn2cnc3c2c(=O)n(C)c(=O)n3C)c1	0	-5	0	-1	4	10	6	11	3
CC(=O)c1ccc(NC(=O)C(C)Sc2nnc3ccccn23)cc1 (centres undefined)	0	nt	1	3	nt	-5	-7	-1	3
CC1CC(C)CN(CCCNC(=O)c2c(O)nc3ccccn3c2=O)C1 (centres undefined)	2	-2	0	-2	2	-1	1	2	0
CCN(CC(=O)NC1CCS(=O)(=O)C1)C(=O)COc1ccccc1-c1ccccc1 (centres undefined)	0	1	-2	3	-3	8	-4	3	-3
CC1CCCC(C)N1Cc1cn2ccccc2n1 (centres undefined)	1	6	6	0	3	10	-4	7	-1
Cc1ccccc1NC(=O)Cn1c(C)nc2ccc(NC(=O)C3CC3)cc2c1=O	-2	5	1	-2	-3	5	0	2	4
CCc1nc2ccccc2c(C(=O)NCc2ccccc2)c1C	2	8	-2	6	2	-4	4	2	2
COc1ccccc1C(=O)Nc1ccc2c(c1)C(=O)NC2=O	-7	-3	3	-2	-3	-6	4	-2	-2
O=C1c2ccccc2NC(c2ccccc2O)N1O (centres undefined)	-1	8	-1	-1	-2	8	-4	5	1
CC(=O)c1ccc(OCc2cc(C(=O)N3CCOCC3)no2)cc1	2	3	0	0	3	8	3	1	-6
CCC(C)NC(=O)C1CCN(S(=O)(=O)c2cccc3nonc23)CC1 (centres undefined)	2	2	3	3	-1	1	4	-1	-7
COc1ccc(N/C=C(\C#N)c2nc3ccccc3n2C)c(OC)c1	3	-1	0	2	8	6	16	0	25
CC(=O)Nc1nc(N2C(=O)c3ccccc3C2=O)n(-c2ccccc2)n1	-1	11	-6	-3	1	11	4	0	-5
CCOc1ccccc1NC(=O)n1ncc2c(C)cccc21	1	8	-3	-4	-9	8	5	-1	-5
CCOC(=O)C(C)Sc1nnc(-c2ccccc2O)n1Cc1ccccc1 (centres undefined)	0	-2	0	-6	-1	3	4	10	0
CN(C)C(CNC(=O)c1cccnc1Sc1ccccc1)c1ccco1 (centres undefined)	-1	3	-4	2	3	3	1	2	5
CCN(CC)c1ccc(C(=O)OCC(=O)Nc2ccccc2-c2ccccc2)cc1	1	5	77*	-2	-3	5	20	-4	8
O=C(COC(=O)c1cccc(S(=O)(=O)N2CCOCC2)c1)c1ccccc1	5	6	13	4	0	8	6	1	1
COc1ccc(C2=NN(c3ccccc3)C(c3ccc(OC)c(OC)c3)C2)cc1 (centres undefined)	-2	4	4	0	0	2	0	8	-2
COc1cccc(NC(=S)NCCCN2CCOCC2)c1	1	1	0	4	0	12	1	3	1
Cc1nn(-c2ccccc2)c2c1C(c1ccncc1)C(C#N)=C(N)O2 (centres undefined)	-1	16	8	25*	-1	5	2	6	-3
CN(C)c1ccc(C(CC(=O)O)C(=O)O)cc1 (centres undefined)	0	-4	-5	-8	9	8	24	-4	-1
CCN1CCN(C(=O)C2=CC(c3ccc(C)cc3)=NS(=O)(=O)N2C)CC1	2	-2	0	1	-3	7	1	8	-3
CN(Cc1ccc(F)cc1)C(=O)c1cccc(NS(=O)(=O)c2ccccc2)c1	5	6	4	-6	1	-2	25*	13	1
O=C(Nc1ccccc1)NC1CCN(Cc2ccccc2)CC1	-3	5	-2	-6	0	4	3	2	4
CN(C)C(CNC(=O)c1oc2ccccc2c1CSc1ncn[nH]1)c1ccco1 (centres undefined)	-3	-4	1	0	-1	1	5	5	-3
COCCNC(=O)c1c(CSc2ccc(F)cc2)noc1C(=O)NCc1ccccc1	0	0	4	3	-3	13	0	2	-9
CCOC(=O)N1CCN(c2cc(=O)n(C3CCCCC3)c(=O)[nH]2)CC1	-1	-1	-2	0	2	3	0	4	3
Cc1ccc(S(=O)(=O)NCC(=O)OCC(=O)Nc2ccc3c(c2)OCCO3)cc1	6	nt	7	-1	nt	3	13	6	6
O=C(Nc1nn(Cc2ccccc2F)cc1Br)c1cccs1	-5	-5	-2	-6	-4	3	1	3	-4
OCCNc1nc(-c2ccccc2)c2cc(Br)ccc2n1	1	2	2	-10	2	-2	-6	1	-8
CCCc1n[nH]c2c1C(=O)C(C(=O)OC)C(C)(C)C2 (centres undefined)	1	-5	6	-1	0	4	3	7	-3
O=C(NCc1ccccc1)C1CC(=O)N(c2ccc(OCC(=O)N3CCOCC3)cc2)C1 (centres undefined)	-2	-1	-2	3	1	0	-4	5	3
CCOc1ccc(-c2noc(CCC(=O)NCCc3ccccc3)n2)cc1OC	4	-7	6	2	-3	12	7	5	-1
CCCn1c(=O)n(N)c2ccccc21	2	2	7	5	4	-8	1	8	-2
Cc1nn(-c2ccccc2)c2c1C(c1ccco1)C(C#N)=C(N)O2 (centres undefined)	0	41*	2	-8	-4	-5	5	0	0
CCOC(=O)N1CCN(c2c(-c3ccc(C(C)C)cc3)c(=O)c2=O)CC1	1	1	4	2	1	0	4	3	5
O=C(COC(=O)c1cc(Br)ccc1O)NNC(=O)c1ccc(Cl)cc1	1	15	-1	-2	1	0	7	3	2
CC1=NN(c2ccccc2)C(=O)/C1=C/C=C/C=C/N(C)C	-24	-42	-53	-19	-39	-39	9	-29	-41
Cc1ccc(SCc2[nH]nc3c2C2(CCSCC2)C(C#N)=C(N)O3)cc1	1	34	1	0	2	-6	2	38*	9
O=C(Oc1ccc([N+](=O)[O-])cc1)c1cc(-c2ccccc2)nc2ccccc12	-2	-1	-7	-1	-9	1	0	-2	-1
Cc1[nH]c2ccccc2c1C(=O)C(=O)N1CCN(c2cccc(Cl)c2)CC1	0	1	2	3	1	7	0	4	14
COc1cc(C(c2nnnn2C2CCCC2)N2CCN(C(=O)c3ccco3)CC2)cc(OC)c1OC (centres undefined)	9	0	-4	-2	4	1	-1	4	4
CC1=C(C(=O)OC2CCCCC2)C(c2cccnc2)n2nnnc2N1 (centres undefined)	-2	-5	0	1	3	3	-5	-3	1
O=C(Nc1ccccc1)C1CC(=O)n2c(nc3ccccc32)N1 (centres undefined)	2	2	-1	0	0	2	6	-1	-2
COc1ccc(COC(=O)C2=C(C)NC(=O)NC2c2ccc(O)c(OC)c2)cc1 (centres undefined)	0	-10	-3	-2	-4	3	4	11	-3
O=P(c1ccccc1)(c1ccccc1)C1CCCO1 (centres undefined)	1	-4	-5	-2	-8	-6	7	-2	1
COc1ccc(-c2cc(C(=O)N/N=C/c3cc(OC)c(OC)cc3OC)c3ccccc3n2)cc1	-2	-10	nt	2	-2	nt	3	nt	1
CCn1c(C2CC(=O)N(c3cc(C)cc(C)c3)C2)nc2ccccc21 (centres undefined)	-1	1	7	0	-3	10	0	3	3
CCOC(=O)c1ccc(NC(=O)CN2CCN(C(=O)c3ccco3)CC2)cc1	2	6	1	0	2	0	3	-7	3
CCCC(=O)Nc1nn(CC(C)C)c2nc3cc(C)ccc3cc12	-5	1	11	4	0	0	4	-5	0
CN(C)c1nc(-c2ccccc2)ns1	3	-6	9	2	1	2	5	6	1
